Nrf2 ARE act – Nrf2 pathway activation | hit rate 0.31% among 410,000 | Potency, µM (titrated, usually from 46.1 µM), without a hit: at the highest dose activation, usual class: activators | AID 624171 | AREc32 ARE-luciferase reporter (MCF7-derived line), luminescence, 24 h; also: potency is read from the fitted curve at half-maximal effect; % of control where 0% means no effect; nearly all actives have a fitted effect of over 65% in size
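ARE activation measured as luciferase luminescence (Steady-Glo, 30 min RT) in AREc32_Fluc cells after 24 hr compound exposure at 37 deg C, 5% CO2; cells seeded overnight at 1000/well in OPTI-MEM, 5% FBS.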
HepG2 tox – kills HepG2 cells in TGF-b inhibitor counter-screen. HepG2 CAGA-GFP viability, ATP luminescence, 18 h. Potency, µM (titrated, usually from 46.1 µM), without a hit: at the top dose activity change, negative = cytotoxicity, usual class: cytotoxic. hit rate 0.76% among 410,000; also: potency is read from the fitted curve at half-maximal effect; some results filed as inactive show a strong effect at the top dose
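HepG2 CAGA-GFP cells (1000/well, DMEM with 1% FBS) received compound, then TGF-beta at 500 pg/mL final, and were incubated 18 hours at 37 degrees C. Viability was read by CellTiter-Glo luminescence. Media-only wells were set as complete cell-killing and DMSO as no toxicity.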
TGFb SMAD3 inh – blocks TGF-b signaling; hit rate 1.2% among 410,000; AID 588855; Potency, µM (highest dose often 46.1 µM), for inactives: at the top dose activity, negative = inhibition, usual class: inhibitors; HepG2 CAGA-GFP TGF-b/SMAD3 reporter, GFP fluorescence, 18 h; TGF-beta stimulated, 500 pg/mL final; also: potency is read from the fitted curve at half-maximal effect; % is scaled to controls: 0 for no effect and ±100 for the full control effect; nearly all actives have a fitted effect of over 65% in size
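GFP signal (ex488/em500-530) from TGF-beta-stimulated HEPG2 CAGA-GFP cells, 500 pg/mL final, 18 h at 37 degrees C in DMEM plus 1% FBS, normalized to unstimulated and DMSO-stimulated controls.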
MCF10A rereplic – inducers of DNA re-replication in MCF 10A breast cells. MCF 10A DNA re-replication, Hoechst nuclear intensity, 48 h. Potency, µM (top dose mostly 46.1 µM), without a hit: at the top dose activity, positive = re-replication, most hits filed as activators. hit rate 2.9% among 350,000. AID 624296; also: potency is read from the fitted curve at half-maximal effect; % of control where 0% means no effect; nearly all actives have a fitted effect of over 50% in size
Nrf2 block – Nrf2 pathway inhibition. A549 ARE-Fluc reporter, luciferase luminescence, 18-24 h. Potency, µM (top dose mostly 46 µM), for inactives: top-dose activity change, negative = inhibition, hits mostly inhibitors. hit rate 2.1% among 360,000; also: potency is read from the fitted curve at half-maximal effect; % is scaled to controls: 0 for no effect and ±100 for the full control effect; nearly all actives have a fitted effect of over 60% in size
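In this cell-based qHTS, ARE-driven firefly luciferase in A549 cells reports Nrf2 activity; the luminescent signal after BugLite lysis is the measured value, with a prior CellTiter-Fluor read for cell health.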
IL1B secr inh – blocks inflammasome-driven IL-1 beta release | hit rate 4.7% among 360,000 | activity change, % at 57.5 µM | THP-1 LPS/ATP IL-1B secretion, AlphaLISA, 16 h; stronger effect = lower value; in the data active = activity change below about -50%; inconclusive = mostly about -30% to -49%; also: % is scaled to controls: 0 for no effect and ±100 for the full control effect
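THP-1 cells pretreated 1 hr with compounds (up to 57.5 uM final), then stimulated with LPS (250 ng/mL final) plus ATP (1.25 mM final); secreted IL-1B measured by AlphaLISA after 16 hr, decreased signal indicating inhibition.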
ATXN2 expr inh – reduces ATXN2 reporter expression in HEK-293 cells; HEK-293 ATXN2-luciferase reporter, luminescence, 24 h; Potency, µM (highest dose often 57 µM), for inactives: at the top dose activity change, negative = inhibition, usual class: inhibitors; hit rate 0.72% among 360,000; also: potency is read from the fitted curve at half-maximal effect; % is scaled to controls: 0 for no effect and ±100 for the full control effect; nearly all actives have a fitted effect of over 55% in size
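qHTS (up to 57 uM final) was run with 24 h compound exposure of reporter cells at 37 °C. Each well was multiplexed: SteadyGlo luminescence measured ATXN2-luciferase expression after a fluorogenic Gly-Phe-AFC viability readout (25 uM final).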
A549 viability – A549 cytotoxicity, counter-screen for Nrf2 inhibitors. hit rate 0.16% among 390,000. Potency, µM (titrated, usually from 46 µM), for the others: top-dose activity change, negative = cytotoxicity, most hits filed as inhibitors. A549 ARE-Fluc cells, CellTiter-Fluor viability, 18-24 h; also: potency is read from the fitted curve at half-maximal effect; % is scaled to controls: 0 for no effect and ±100 for the full control effect
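A549 ARE-Fluc cells in 5% FBS OPTI-MEM, 5000 cells/well, rested 2 h then exposed to compounds in concentration-response for 18-24 h at 37 °C. Viability by CellTiter-Fluor fluorescence (Ex 405/Em 525) after 30 min; luciferase luminescence (BugLite, 15 min, RT) read afterwards.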
ATXN viability – viability counter-screen for ATXN expression inhibitors. hit rate 0.49% among 400,000. Potency, µM (titrated, usually from 56.7 µM), most hits filed as cytotoxic. AID 651635. S2 cells (HEK-293 line with an ATXN2-luciferase reporter) viability, CellTiter-Fluor protease fluorescence, 24 h; also: potency is read from the fitted curve at half-maximal effect; nearly all actives have a fitted effect of over 40% in size
Starred values were filed as active, the others as inactive; i = inactive; ? = inconclusive; . = no result given; [ ] = another dose, or the depositor's remark. Unless noted, calls follow the shape of the dose curve; as a rule, active = well fitted curve in the direction sought with a large enough effect; inconclusive = small, poorly fitted or top-dose-only effect, or another doubt; inactive = no such curve, though single readings can be large; an effect the other way counts as inactive or inconclusive.

1	O=C(COc1ccccc1Cl)Nc1cc(Cl)ccc1Oc1ccccc1
2	CCOC(=O)c1cc(C)sc1NC(=O)CSC1=NCCS1
3	FC(F)(F)c1cccc(-c2nnn3c2nc(NC2CCCCC2)c2ccccc23)c1
4	CCOC(=O)c1cc(C)n(CC2CCC(C(=O)Nc3ccc(C(=O)OC)cc3)CC2)c1C (stereo not given)
5	S=C(NCc1ccccc1Cl)NC1CCCC1
6	O=C(/C(=C/c1ccc(Cl)cc1)c1nc2ccccc2[nH]1)c1ccccc1
7	CC(=O)N/C(=C\c1ccccc1)C(=O)OCC(=O)Nc1cc(S(=O)(=O)N(C)C)ccc1Cl
8	O=C(CC1C(=O)NCCN1Cc1ccc(F)c(F)c1)NCCn1cccn1 (stereo not given)
Compound,1,2,3,4,5,6,7,8
Nrf2 ARE act,0.4%,8.8%,32%,-1.1%,0.5%,?,2.2%,-0.4%
HepG2 tox,4%,-7%,-2%,-22%,-2%,2.5µM*,-10%,-6%
TGFb SMAD3 inh,4%,-3%,-16%,?,-14%,5µM*,-14%,7%
MCF10A rereplic,31%,21µM*,.,.,10%,6.5µM*,-43%[inhibitor],3%
Nrf2 block,10%,?,22%,-16%,-18%,?,-3%,9%
IL1B secr inh,25,-61*,.,.,0,-101*,-24,20
ATXN2 expr inh,-7%,-11%,9%,.,.,?,6%,7%
A549 viability,-1%,5%,7%,-11%,-3%,?,4%,-8%
ATXN viability,i,i,i,.,i,.,i,i

9	COc1ccc(B(O)O)c(CN2CCN(C(=O)OC(C)(C)C)CC2)c1
10	O=C(c1ccco1)N1CCN(C(=O)c2cccc3c2C(=O)N(Cc2cccnc2)C3)CC1
11	Cc1cc2c(c(=O)n1CCN(C)C)C(c1ccc(Br)cc1)C(C#N)=C(N)O2 (stereo not given)
12	O=C(NCc1ccc(Cl)cc1)c1ncn[nH]1
13	O=C(CNS(=O)(=O)c1cccc2nsnc12)NC1CCCCC1
14	N#Cc1nc(-c2ccc(F)cc2)oc1N1CCN(C(=O)c2ccco2)CC1
15	Cc1cccc(-n2nnc(C(=O)NCc3ccccc3)c2N)c1
16	CN(CC(=O)NC(=O)NC1CCCCC1)CC(=O)Nc1ccc(Cl)cc1
Compound,9,10,11,12,13,14,15,16
Nrf2 ARE act,-1.0%,0.0%,2.0%,-0.1%,0.5%,0.4%,2.2%,0.1%
HepG2 tox,1%,4%,4%,0%,2%,-28%,-13%,-10%
TGFb SMAD3 inh,-4%,2%,-1%,14%,-1%,0%,1%,-26%
MCF10A rereplic,8%,-11%,-2%,15%,1%,-2%,0%,-2%
Nrf2 block,2%,-8%,0%,-15%,20%,-1%,20%,?
IL1B secr inh,-8,3,-1,-2,-17,-2,-30,?
ATXN2 expr inh,8%,-8%,-3%,12%,40%[activator],-4%,-24%,-17%
A549 viability,-1%,-1%,3%,0%,-3%,-4%,-4%,-6%
ATXN viability,i,i,i,i,i,i,i,i

17	CCCCOc1ccc(-c2nnn(CC(=O)NCCc3c[nH]c4ccccc34)n2)cc1
18	O=C(O)c1ccc2ccc3ccccc3c2c1
19	COc1ccc(CCNC(=O)C(=O)NCC2OCCN2S(=O)(=O)c2cc(F)ccc2F)cc1 (stereo not given)
20	Cc1ccc(/C(O)=C2\C(=O)C(=O)N(C)C2c2ccc(Br)cc2)cc1 (stereo not given)
21	O=C(Nc1ccc2sccc2c1)c1cccc(N2C(=O)CCC2=O)c1
22	O=C(CNS(=O)(=O)Cc1ccccc1)NNc1ccccc1
23	Cn1c(CNC(=O)C2CCC(=O)N(CCc3cccc(F)c3)C2)nc2ccccc21 (stereo not given)
24	CCC1(CC)NC(=O)N(CC(=O)Nc2ccc(C)cc2C)C1=O
Compound,17,18,19,20,21,22,23,24
Nrf2 ARE act,-0.3%,-0.3%,-0.1%,-0.7%,2.7%,-0.8%,0.6%,0.2%
HepG2 tox,-45%,75%,-8%,-4%,6%,1%,-5%,-40%
TGFb SMAD3 inh,?,40%[activator],0%,10%,0%,-3%,0%,-5%
MCF10A rereplic,?,3%,4%,-12%,-2%,.,-9%,-2%
Nrf2 block,0%,-4%,18%,-28%,?,.,7%,0%
IL1B secr inh,-20,24,2,34,-4,6,-8,6
ATXN2 expr inh,3%,.,-17%,.,43%[activator],-32%,4%,7%
A549 viability,-3%,20%,1%,-22%,0%,.,2%,2%
ATXN viability,i,i,i,i,i,?,i,i

Molecules shown so far with an aryl methoxy group, in the order listed:
9	COc1ccc(B(O)O)c(CN2CCN(C(=O)OC(C)(C)C)CC2)c1
19	COc1ccc(CCNC(=O)C(=O)NCC2OCCN2S(=O)(=O)c2cc(F)ccc2F)cc1 (stereo not given)
Compound,9,19
Nrf2 ARE act,-1.0%,-0.1%
HepG2 tox,1%,-8%
TGFb SMAD3 inh,-4%,0%
MCF10A rereplic,8%,4%
Nrf2 block,2%,18%
IL1B secr inh,-8,2
ATXN2 expr inh,8%,-17%
A549 viability,-1%,1%
ATXN viability,i,i

Additional entries follow.
25	O=C(Nc1ccc2c(c1)Cc1ccccc1-2)c1ccc(Br)o1
26	O=C(COc1ccccc1)NC(NC(=S)Nc1ccccc1C(=O)O)C(Cl)(Cl)Cl (stereo not given)
27	O=C(CCCOc1ccccc1)N1CCCc2ccccc21
28	CN1CC2(C(=O)c3ccccc3)CN(C)CC(C(=O)c3ccccc3)(C1)C2
29	C=CCNC(=O)COC(=O)CCC(=O)c1cccs1
30	CCCn1c(CCC(=O)O)ccc1-c1cccs1
31	S=C(NCCCN1CCOCC1)N(Cc1ccccc1)Cc1ccccc1
32	Cc1ccc(NC(=S)N2CCN(C(=O)C3CCCO3)CC2)cc1 (stereo not given)
Compound,25,26,27,28,29,30,31,32
Nrf2 ARE act,7.0%,-0.2%,2.6%,-0.4%,0.1%,-0.4%,0.3%,3.4%
HepG2 tox,-38%,-35%,-16%,12%,-4%,0%,-5%,-19%
TGFb SMAD3 inh,4%,-7%,-27%,-10%,-19%,-2%,2%,-1%
MCF10A rereplic,?,14%,6%,7%,-20%,15%,13%,-1%
Nrf2 block,29%,7%,29%,0%,-2%,-21%,1%,1%
IL1B secr inh,0,-14,-8,-11,-8,18,-30,7
ATXN2 expr inh,11%,-16%,33%[activator],3%,-6%,0%,-17%,6%
A549 viability,-3%,-5%,7%,1%,-2%,-6%,1%,1%
ATXN viability,i,i,i,i,i,i,i,i

33	CSc1ncc(C(=O)NCc2ccccc2F)c(-c2ccccc2)n1
34	Cc1ccc(-n2ncc3c(N(CC(C)C)CC(C)C)ncnc32)c(C)c1
35	Cc1ccc2c(c1C)NC(=O)CC2c1ccc(Cl)cc1Cl (stereo not given)
36	CN(C)c1ccc(NC(=O)Nc2ccc3snnc3c2)cc1
37	O=C(CSc1nc(=O)[nH]c2c1CCC2)NCc1ccc(F)cc1
38	CCOc1ccc(CNC(=O)C2CCCN(c3nn4cc(-c5ccc(OC)cc5)nc4s3)C2)cc1 (stereo not given)
39	COc1ccc(C(=O)Cn2nnc(-c3ccccc3NC(=O)C(F)(F)F)n2)cc1
40	CCOC(=O)c1cnc2ccc(OC)cc2c1Nc1ccc2c(c1)OCCO2
Compound,33,34,35,36,37,38,39,40
Nrf2 ARE act,3.9%,-0.3%,5.6%,2.2%,-1.0%,4.5%,0.2%,-0.3%
HepG2 tox,-8%,-42%,-39%,-26%,3%,-15%,-21%,-22%
TGFb SMAD3 inh,-3%,-15%,?,?,-20%,0%,-2%,4%
MCF10A rereplic,.,.,.,4%,.,.,22%,23%
Nrf2 block,119%,.,-25%,1%,.,-9%,?,?
IL1B secr inh,.,.,.,-22,.,.,20,25
ATXN2 expr inh,7%,-9%,-13%,72%[activator],.,.,13%,?
A549 viability,24%,8%,1%,-11%,-11%,0%,-2%,-15%
ATXN viability,i,i,i,i,.,.,i,i

41	O=C(C[n+]1ccccc1)c1ccc(-c2ccccc2)cc1
42	O=C(Cn1cnc(S(=O)(=O)N2CCCCC2)c1)N1CCN(c2ccc([N+](=O)[O-])cc2)CC1
43	O=C1c2ccccc2C(Nc2ccc3c(c2)OCCO3)N1Cc1ccc2c(c1)OCO2 (stereo not given)
44	CCCC(=O)Nc1cc(-c2nc3ncccc3o2)ccc1C
45	Cc1cccc(NC(=O)CSCC(=O)Nc2ccc(N3CCOCC3)cc2N2CCOCC2)c1
46	CC(=O)c1cnc(Nc2ccccc2)s1
47	COc1ccc(-n2c(=S)[nH]c3ccccc3c2=S)cc1
48	CCc1nn(CC(=O)NC(C)CC)c(=O)c2cc3c(OC)cccc3n12 (stereo not given)
49	CCN(CC)C(=O)[C@H]1CC(CC(=O)NCC23CC4CC(CC(C4)C2)C3)C(=O)N2CCc3c([nH]c4ccc(OC)cc34)[C@]12C (stereo not given in full)
Compound,41,42,43,44,45,46,47,48,49
Nrf2 ARE act,6.1%,0.1%,0.5%,0.6%,0.5%,9.1%,0.0%,-0.5%,5.2%
HepG2 tox,-11%,-11%,-12%,7%,0%,-5%,-9%,2%,2%
TGFb SMAD3 inh,-17%,-5%,-14%,10%,4%,8%,-12%,0%,?
MCF10A rereplic,15%,-2%,-2%,-4%,3%,16%,13%,.,?
Nrf2 block,3%,-15%,?,-7%,1%,?,?,14%,23µM*
IL1B secr inh,-23,-2,-18,-3,-9,-20,14,.,-55*
ATXN2 expr inh,?,-23%,-3%,4%,.,4%,-11%,.,-4%
A549 viability,27%,-13%,18%,-2%,2%,7%,-7%,8%,-7%
ATXN viability,i,i,i,?,i,i,i,.,?

Bioassay records (PubChem)
